# High-throughput results from PubChem BioAssay.
# EBI2 block: EBI2 receptor antagonists, beta-arrestin recruitment, primary screen, cell-based, luminescence, 7a,25-OHC stimulation, uHTS | 7a,25-OHC stimulated | 360,000 tested, 0.81% active | inhibition, % at 5 µM; in the data active = inhibition above about 38%;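 also: enzyme fragment complementation signal reports receptor beta-arrestin coupling in cells; 0% = agonist plus DMSO wells and 100% = wells without agonist; some results beyond the cut were filed as inactive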
# Target sequence (P32249 whole entry, looked up, the tested form may be a part): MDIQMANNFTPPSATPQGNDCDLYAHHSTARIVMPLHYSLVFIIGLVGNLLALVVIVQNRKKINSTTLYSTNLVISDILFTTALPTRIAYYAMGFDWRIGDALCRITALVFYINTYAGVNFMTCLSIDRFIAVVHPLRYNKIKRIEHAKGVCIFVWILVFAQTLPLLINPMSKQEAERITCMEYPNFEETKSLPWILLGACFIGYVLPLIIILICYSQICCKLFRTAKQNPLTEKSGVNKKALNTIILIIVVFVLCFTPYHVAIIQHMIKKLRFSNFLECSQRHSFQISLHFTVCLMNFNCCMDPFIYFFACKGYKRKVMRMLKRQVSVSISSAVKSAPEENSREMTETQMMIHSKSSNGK
# CXCR6 inh: CXCR6 receptor inhibitors, primary screen, cell-based, beta-arrestin, luminescence, CHO-K1 PathHunter, 1536-well; inhibition, % at 20 µM; 360,000 tested, 0.36% active; in the data active = inhibition above about 34%, passing the limit was not always enough;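 also: antagonist mode with CXCL16 agonist at 10 nM final; 0% = 10 nM CXCL16 with DMSO and 100% = unstimulated wells without agonist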
# Target sequence (O00574 whole entry, looked up): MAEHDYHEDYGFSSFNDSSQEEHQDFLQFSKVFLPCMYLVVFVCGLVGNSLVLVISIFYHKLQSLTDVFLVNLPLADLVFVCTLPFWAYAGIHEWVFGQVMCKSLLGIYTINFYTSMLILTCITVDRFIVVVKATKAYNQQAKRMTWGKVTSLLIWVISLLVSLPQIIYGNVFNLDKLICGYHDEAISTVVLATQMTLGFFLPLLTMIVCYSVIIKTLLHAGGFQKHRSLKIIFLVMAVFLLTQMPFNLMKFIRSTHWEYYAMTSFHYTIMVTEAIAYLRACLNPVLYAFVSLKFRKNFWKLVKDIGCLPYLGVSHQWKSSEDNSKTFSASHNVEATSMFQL
# CCR6 antagonist: CCR6 receptor antagonists, primary screen, cell-based, CHO-K1, luminescence, beta-arrestin, uHTS; C-C chemokine receptor type 6 (Homo sapiens), P51684; CHO-K1 CCR6 PathHunter beta-arrestin, CCL20-stimulated; inhibition, % at 20 µM; 340,000 tested, 0.49% active; AID 493098, 2011;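 active = compounds whose inhibition of the agonist-driven luminescence signal at 20 µM reaches about 50%, limit read from the data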;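 also: cells stimulated with CCL20 at 14 nM final; plate controls were DMSO with CCL20 for no effect and DMSO without agonist for full effect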
# Gli-Sufu antag: Gli-Sufu pathway antagonists, primary screen, luciferase luminescence, Sufu-KO-LIGHT cells, uHTS; inhibition, % at 5 µM; Sufu-KO-LIGHT fibroblasts, Gli luciferase reporter luminescence; 340,000 tested, 0.74% active; AID 588413, 2011;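 active = inhibition above about 55%, limit read from the data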;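 also: 0% = DMSO-treated cells and 100% = wells with medium but no cells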
# UBC13 inh: UBC13 polyubiquitin chain formation inhibitors, primary screen, biochemical, TR-FRET, uHTS; Ubiquitin-conjugating enzyme E2 N (Homo sapiens), P61088; inhibition, % at 20 µM; 330,000 tested, 0.47% active; in the data active = inhibition above about 45%, passing the limit was not always enough; inconclusive = no clear call, values can overlap the other calls
# Target sequence (P61088 whole entry, looked up): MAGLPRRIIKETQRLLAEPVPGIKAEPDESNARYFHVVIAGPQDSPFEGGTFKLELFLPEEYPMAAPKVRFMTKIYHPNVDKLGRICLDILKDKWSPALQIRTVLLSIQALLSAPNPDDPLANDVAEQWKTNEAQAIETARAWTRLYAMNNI
# ATG4B inhibitor: ATG4B protease inhibitors, primary screen, biochemical, fluorescence, uHTS; inhibition, % at 8.33 µM; Cysteine protease ATG4B (Homo sapiens), Q9Y4P1; ATG4B cleavage of LC3-PLA2, NBD-HPC fluorescence, 1 h; 340,000 tested, 0.51% active; in the data active = inhibition above about 40%
# APJ agonist: agonists of human apelin receptor APJ, primary screen, CHO-K1 cells, PathHunter beta-arrestin, luminescence. activation, % at 20 µM. P35414. 330,000 tested, 0.11% active. 0% DMSO wells, 100% apelin;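 active = activation more than six SD over the plate average, tested at 20 µM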;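 also: 0% = DMSO alone and 100% = apelin-13 at 10 nM; some results filed as inactive read as strong as hits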
#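 Material: CHO-K1 APJ beta-arrestin complementation cell line; Input: cell density 1000 per well; Incubation: compound stimulation 90 min at 25 °C, detection 60 min; Signal: luminescence from split beta-galactosidase complementation, Galacton Star/Emerald II substrate; Controls: DMSO-only wells as negative, 10 nM Apelin-13 as positive control.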
# APJ antagonist: antagonists of human apelin receptor APJ, primary screen, CHO-K1 cells, beta-arrestin complementation, luminescence; P35414; inhibition, % at 20 µM; 330,000 tested, 0.32% active; AID 2521, 2010;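 active = inhibition above about 40% at 20 µM, limit read from the data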;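 also: cells challenged with 10 nM apelin-13 agonist together with compound; plate controls were apelin-13 plus DMSO wells for no effect and DMSO wells lacking apelin-13 for full effect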
# * hit, by the source's call; ? = inconclusive; / = no result given.
[1] C[C@H](OC(=O)N1CCN(C(c2ccccc2)c2ccccc2)CC1)[C@@H]1O[C@@]2(C)CCC[C@H]1O2
[2] C/C(=N/N=C(/N)SCc1ccccc1)C(C)(C)C
[3] CCCCN(CC)CCNC(=O)C1CCN(S(=O)(=O)c2cccc3nsnc23)CC1
[4] CN(Cc1ccncn1)C(=O)CC1C(=O)NCCN1Cc1cccc(Oc2ccccc2)c1 (stereo unspecified)
[5] CC(C)N(Cc1cc2ccccc2[nH]c1=O)C(=O)c1cccnc1
[6] CCC(=O)Nc1ccc(OCc2nnc3c4ccccc4c(C)nn23)cc1
[7] CCc1ccc(NC(=O)C(C)Sc2nc(-c3ccco3)c(C#N)c(=O)[nH]2)cc1 (stereo unspecified)
[8] Cc1ccc(C2C(=O)N(C3CCC(C)CC3)CC(=O)N2C2CCCC2)cc1 (stereo unspecified)
[9] O=C1N(c2ccc(Cl)c(Cl)c2)CN(Cc2ccccc2)CN1n1cnnc1
[10] C=CCSc1nnc(NC(=O)Cn2cnc3c2c(=O)n(C)c(=O)n3C)s1
entry no.,1,2,3,4,5,6,7,8,9,10
Gli-Sufu antag,36,-16,-5,2,-27,0,-9,12,-7,1
APJ agonist,4,-1,-1,-1,5,0,-1,-3,-3,-5
APJ antagonist,-4,-6,17,-4,-10,-13,-6,24,-10,-17
CCR6 antagonist,20,-4,18,-7,-3,-7,6,17,-16,-9
EBI2 block,-6,2,-5,-9,14,-4,2,8,-10,-10
CXCR6 inh,-2,-1,8,4,-4,0,3,6,6,4
ATG4B inhibitor,-12,2,4,30,-5,-8,11,4,-3,-2
UBC13 inh,2,-8,-4,0,4,-2,6,11,-8,-6

[11] O=C(Nc1ccc(-c2cn3ccsc3n2)cc1)C1CCCC1
[12] CC(=O)N1CC(C)Sc2ccc(S(=O)(=O)NC3CCCCC3)cc21 (stereo unspecified)
[13] COc1ccc(C(=O)NC(C)CCc2ccccc2)c(O)c1 (stereo unspecified)
[14] Cc1cc2c(cc1S(=O)(=O)CCC(=O)NCCc1ccccc1)OCC(=O)N2
[15] COc1cc(C#N)ccc1OC(=O)c1cccc(S(=O)(=O)N2CCN(C)CC2)c1
[16] COc1ccccc1CNC(=O)CSc1nc(=O)n(Cc2ccncc2)c2c1CCC2
[17] COc1ccc(C(C)=O)cc1COC(=O)Cn1cnc2ccccc2c1=O
[18] CCc1cc2cc(C)c(C)cc2nc1SCC(=O)Nc1cc(C)on1
[19] CCCCN1C(=O)C(=O)N(CC(=O)N2N=C3/C(=C/c4ccco4)CCCC3C2c2ccco2)C1=O (stereo unspecified)
[20] Cc1ccc(-c2cc(C(=O)Nc3cc(C)ccc3O)no2)cc1
entry no.,11,12,13,14,15,16,17,18,19,20
Gli-Sufu antag,-46,33,1,12,-2,-16,7,4,-3,-17
APJ agonist,6,3,-4,2,0,9,0,-2,1,/
APJ antagonist,-2,1,12,16,11,11,-2,17,-9,/
CCR6 antagonist,-1,-3,10,0,7,6,10,-1,-3,1
EBI2 block,-2,-15,-2,-9,3,-3,-6,3,-1,5
CXCR6 inh,-2,-12,-11,-8,6,-3,-2,0,-3,-3
ATG4B inhibitor,3,4,-9,4,3,-2,-5,-1,-1,0
UBC13 inh,0,-8,0,6,2,0,8,-6,-17,/

[21] O=C(O)c1cnc(N2CCOCC2)nc1
[22] NC(=O)CSc1nnc(-c2ccccn2)n1Cc1ccco1
[23] COc1ccc2[nH]c(=O)c(CN(CC3CCCO3)C(=O)Nc3ccccc3OC)cc2c1 (stereo unspecified)
[24] COc1ccccc1Nc1nc(N)nc(CN2CCN(Cc3ccccc3)CC2)n1
[25] CCCN(CCC)Cc1c(C(=O)N/N=C/c2c[nH]c3ccccc23)nnn1-c1nonc1N
[26] Cc1ccccc1CNCc1ccc2c(c1)OCO2
[27] O=C(Nc1ccccc1)c1c2c(nc3ccccc13)CCCC2
[28] CCCCN(CC)CCNC(=O)c1cc2c(=O)n(C)c3ccccc3c2n1C
[29] CCc1nnc(NC(=O)[C@@H](NC(=O)c2cccc(S(=O)(=O)N(CC)CC)c2)C(C)C)s1
[30] CCc1ccc(Cn2nnc(C(=O)Nc3ccc(OC)cc3OC)c2N)cc1
entry no.,21,22,23,24,25,26,27,28,29,30
Gli-Sufu antag,0,2,-2,30,-12,51,2,9,5,-4
APJ agonist,-2,2,/,-3,0,-3,-1,-3,1,-3
APJ antagonist,9,6,/,-12,-6,-6,12,-43,-21,7
CCR6 antagonist,-13,1,-19,-1,-5,13,14,17,-6,1
EBI2 block,5,5,-3,-10,7,-1,-5,0,-5,14
CXCR6 inh,4,0,5,9,-6,-6,9,-2,4,-10
ATG4B inhibitor,1,-5,-13,-12,-14,-2,-5,1,-5,-2
UBC13 inh,6,2,/,-5,-3,-2,17,57*,-3,12

[31] CCOC(=O)[C@@H]1[C@H]2COc3cc(OC)ccc3[C@@H]2N2C(=O)N(c3ccc(C)cc3)C(=O)[C@@]12C
[32] O=C(OCc1nnc(-c2cccs2)o1)C1=NN(c2ccccc2)C(=O)CC1
[33] COc1ccc(CCn2c(=N)c(C(=O)NCc3ccco3)cc3c(=O)n4cccc(C)c4nc32)cc1
[34] C=CCn1c(CSCc2ccccc2)nnc1SCC(=O)NCc1ccccc1
[35] c1ccc(-c2ccc(C3=Nn4c(Cn5nnc6ccccc65)nnc4SC3)cc2)cc1
[36] CC(C)(C)c1ccc(OCC(=O)NNC(=S)NC(=O)c2ccco2)c(Br)c1
[37] CC(C)c1ccc(NC(=O)C2CCN(C(=O)[C@@H]3Cc4ccccc4CN3)CC2)cc1
[38] CCSc1nnc2nc3[nH]c4c(C)cccc4c3nn12
[39] C=CCS/C(=N\n1cnc2ccccc2c1=O)N1CCCCC1
[40] Cc1cc2c3c(c1)C1(C(=O)N3C(C)(C)CC2C)C(C#N)=C(N)Oc2n[nH]c(C)c21 (stereo unspecified)
entry no.,31,32,33,34,35,36,37,38,39,40
Gli-Sufu antag,8,-1,-43,-2,-1,-4,6,-11,-27,2
APJ agonist,-3,-4,-5,-3,-1,-10,-4,1,-1,1
APJ antagonist,12,-20,35,-2,-5,30,8,-7,16,-9
CCR6 antagonist,11,20,7,1,-13,56*,5,-2,8,2
EBI2 block,5,-11,9,-4,37,1,-7,0,2,-6
CXCR6 inh,1,-4,10,3,-2,24,3,-3,-7,-9
ATG4B inhibitor,9,1,3,-14,-8,5,5,-5,16,-8
UBC13 inh,-6,-3,-16,10,-24,-24,1,-50,4,9

# Compound profiles, from the list above. Order of screens: Gli-Sufu antag, APJ agonist, APJ antagonist, CCR6 antagonist, EBI2 block, CXCR6 inh, ATG4B inhibitor, UBC13 inh
# CCOC(=O)[C@@H]1[C@H]2COc3cc(OC)ccc3[C@@H]2N2C(=O)N(c3ccc(C)cc3)C(=O)[C@@]12C is listed with 8, -3, 12, 11, 5, 1, 9, -6
# c1ccc(-c2ccc(C3=Nn4c(Cn5nnc6ccccc65)nnc4SC3)cc2)cc1 is listed with -1, -1, -5, -13, 37, -2, -8, -24
# C=CCn1c(CSCc2ccccc2)nnc1SCC(=O)NCc1ccccc1 is listed with -2, -3, -2, 1, -4, 3, -14, 10
# CCSc1nnc2nc3[nH]c4c(C)cccc4c3nn12 is listed with -11, 1, -7, -2, 0, -3, -5, -50
# COc1ccc(CCn2c(=N)c(C(=O)NCc3ccco3)cc3c(=O)n4cccc(C)c4nc32)cc1 is listed with -43, -5, 35, 7, 9, 10, 3, -16

# Quoted from the listing:
# CCSc1nnc2nc3[nH]c4c(C)cccc4c3nn12 – APJ antagonist = -7
# CC(C)(C)c1ccc(OCC(=O)NNC(=S)NC(=O)c2ccco2)c(Br)c1 – APJ agonist = -10
# COc1ccc(CCn2c(=N)c(C(=O)NCc3ccco3)cc3c(=O)n4cccc(C)c4nc32)cc1 – CCR6 antagonist = 7
# Cc1cc2c3c(c1)C1(C(=O)N3C(C)(C)CC2C)C(C#N)=C(N)Oc2n[nH]c(C)c21 (stereo unspecified) – APJ agonist = 1

# Next structures.
[41] COCCNC(=O)CN1C(=O)NC2(CCOc3ccccc32)C1=O (stereo unspecified)
[42] CN(C)CCNC(=S)NC1CCCCC1
[43] CC1CCCN(C(=O)COc2ccc3c(c2)OCO3)C1 (stereo unspecified)
[44] O=C(CNC(=O)c1ccc(Cl)cc1Cl)OCCOc1ccccc1F
[45] O=C(NCC1CCCCN1)c1cc(OCC(F)(F)F)ccc1OCC(F)(F)F (stereo unspecified)
[46] CS(=O)(=O)N1Cc2ccccc2CC1C(=O)Nc1ccccc1C(N)=O (stereo unspecified)
[47] COc1ccccc1Nc1c2c(nc3ccc(N)cc13)CCCC2
[48] COc1ccc(Cn2cnc3c(NS(C)(=O)=O)c(C)c(C)cc32)cc1
[49] CCn1c(SCC(=O)N/N=C/c2ccc(C)o2)nnc1-c1ccc(C)cc1
[50] COc1ccc(C(=O)N2CCN(C(=O)c3ccco3)CC2)cc1OC
entry no.,41,42,43,44,45,46,47,48,49,50
Gli-Sufu antag,5,-5,-22,-1,-19,-18,7,11,-4,5
APJ agonist,-2,1,-3,-2,0,0,-4,-6,1,-5
APJ antagonist,0,3,4,-11,27,-2,-4,-1,2,9
CCR6 antagonist,-1,1,4,10,5,13,15,4,-8,-4
EBI2 block,-2,-7,-2,-19,0,-2,4,10,0,-12
CXCR6 inh,-13,10,3,1,0,1,10,5,-2,4
ATG4B inhibitor,5,-3,0,-10,-3,-3,-1,-9,-5,-4
UBC13 inh,8,-8,-4,-11,10,-3,-9,2,-23,-3

[51] Cc1nc2cc(N3CCCCC3)c(NC(=O)c3cccnc3)cc2c(=O)n1Cc1ccccc1
[52] COc1ccccc1NC(=O)c1cccc(S(=O)(=O)N2CCN(Cc3ccccc3)CC2)c1
[53] COc1cc2ncc(S(=O)(=O)c3ccccc3)c(N3CCCC(C)C3)c2cc1OC (stereo unspecified)
[54] Cn1c(=O)c2ccccc2n(Cc2ccccc2F)c1=O
[55] Cc1cc2c(n1-c1ccc(Cl)cc1)CC(C)(C)CC2=O
[56] Cc1ccn2c(=O)c(NC(=O)c3ccc(Br)o3)c(C)nc2c1
[57] O=C(O)C1(Nc2ccccc2)CCCC1
[58] C=CCNC(=O)C(C#N)c1nc2ccccc2nc1N1CCCCCC1 (stereo unspecified)
[59] CCN(c1ccc(C)cc1C)S(=O)(=O)c1nnc(NC(=O)C(C)C)s1
[60] CCCCNC(C(=O)Nc1ccc([N+](=O)[O-])cc1Br)c1ccccc1 (stereo unspecified)
[61] NS(=O)(=O)c1ccc(NC(=O)COC(=O)c2cc(Cl)ccc2[N+](=O)[O-])cc1
entry no.,51,52,53,54,55,56,57,58,59,60,61
Gli-Sufu antag,2,5,18,8,-4,-7,6,2,8,-1,-10
APJ agonist,0,2,1,-1,-5,-4,/,-4,0,-4,9
APJ antagonist,3,-10,21,7,-12,10,/,-18,-14,-8,-45
CCR6 antagonist,-9,12,15,7,-2,7,0,35,16,0,-12
EBI2 block,13,1,26,8,4,0,-5,13,2,-2,-2
CXCR6 inh,16,0,10,3,6,4,-6,6,0,10,-7
ATG4B inhibitor,-10,-7,-11,-3,-17,0,-3,-12,-2,0,0
UBC13 inh,3,11,?,5,14,-5,/,-40,1,12,-4

# Another view of some results above:
cpd | molecule | Gli-Sufu antag | APJ agonist | APJ antagonist | CCR6 antagonist | EBI2 block | CXCR6 inh | ATG4B inhibitor | UBC13 inh
56 | Cc1ccn2c(=O)c(NC(=O)c3ccc(Br)o3)c(C)nc2c1 | -7 | -4 | 10 | 7 | 0 | 4 | 0 | -5
59 | CCN(c1ccc(C)cc1C)S(=O)(=O)c1nnc(NC(=O)C(C)C)s1 | 8 | 0 | -14 | 16 | 2 | 0 | -2 | 1
